TDP43 rescue: qHTS of TDP-43 Inhibitors; TDP-43 expressing yeast growth rescue, BacTiter-Glo, 24 h; Potency, µM (titrated, usually from 46.1 µM), for the others: at the highest dose growth rescue (activation), usual class: activators; hit rate 1.8% among 410,000; AID 652104, 2013; further: potency means the concentration at half of the fitted maximal effect; % of control where 0% means no effect; nearly all actives have a fitted effect of over 50% in size
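In this qHTS, compounds that restore growth of yeast expressing TDP-43 appear as activators. Cells (OD600=0.02, galactose medium, raffinose-pregrown) are incubated with compound 24 hr at 30 deg C and growth is quantified by BacTiter-Glo.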
pAkt inh: HTS Assay for Inhibitors of Akt Phophorylation: Primary Screen. activity change, % for hits at 50 µM. Neuro2A IGF-stimulated pAkt S473 HTRF, 20 min; stronger effect = lower value. hit rate 0.32% among 360,000; in the data active means activity change below about -80%; inconclusive means mostly about -51% to -80%; further: on the % scale 0 is the no-effect control and ±100 the full control effect
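Neuro2A cells (4,500/well, DMEM with 0.5% FBS) were treated with compound at a single 50 µM final concentration, stimulated with 6 nM IGF for 20 min at 37 °C, and lysed. Phospho-Akt Ser473 was read by HTRF as 665/615 ratio ×10^4.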
FUS suppressor: qHTS for Suppressors of FUS Proteinopathy: Primary screen using FUS-linked yeast assay. S. cerevisiae FUS-expressing, growth rescue, OD600, 24 h. Potency, µM (top dose mostly 76.6 µM), inactives show top-dose growth rescue (activation), hits mostly activators. hit rate 0.24% among 390,000. AID 1347120, 2019;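 further: potency means the concentration at half of the fitted maximal effect; plate controls were DMSO vehicle for no effect and reference control for full effect; nearly all actives have a fitted effect of over 55% in size; some results filed as inactive show a strong effect at the top dose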
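Steps: raffinose overnight preculture; dilution to OD 0.005 in 2% galactose minimal medium; compound addition (concentration series); 24hr at 30C, 99% humidity; absorbance read at 600 nm.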
DRD3 antagonist: qHTS of D3 Dopamine Receptor Antagonist: qHTS; D3R cells, DiscoveRx beta-arrestin luminescence, antagonist mode; stronger effect = lower value; D(3) dopamine receptor (Homo sapiens), P35462; max response, negative = inhibition, %; hit rate 2.5% among 360,000; in the data active means max response below about -50%; inconclusive means no clear call, values can overlap the other calls; further: on the % scale 0 is the no-effect control and ±100 the full control effect; mostly tested at two doses, the higher about 12 µM
Target sequence (P35462 whole entry, looked up): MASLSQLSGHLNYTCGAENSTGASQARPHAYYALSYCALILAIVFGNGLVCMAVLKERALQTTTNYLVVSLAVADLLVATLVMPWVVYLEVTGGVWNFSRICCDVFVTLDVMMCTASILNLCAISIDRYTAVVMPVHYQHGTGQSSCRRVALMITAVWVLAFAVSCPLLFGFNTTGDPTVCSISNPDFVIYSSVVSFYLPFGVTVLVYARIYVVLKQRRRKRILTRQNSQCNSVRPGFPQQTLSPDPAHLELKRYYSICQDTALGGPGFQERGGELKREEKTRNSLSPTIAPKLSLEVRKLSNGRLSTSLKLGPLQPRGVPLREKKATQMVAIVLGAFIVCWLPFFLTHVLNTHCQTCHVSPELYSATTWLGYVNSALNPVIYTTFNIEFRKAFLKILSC
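Cells plated overnight at 1500 cells/well, then exposed to library compounds with dopamine controls for 90 minutes at 37 degrees C. DiscoveRx reagent added for 30–60 minutes at room temperature; luminescence read, quantitative HTS format.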
PTHR1 ag: qHTS for PTHR1 Agonists: Primary Screen | Parathyroid hormone/parathyroid hormone-related peptide receptor (Homo sapiens), Q03431 | HEK293 GP2 PTHR1 cells, GloSensor cAMP luminescence, 1 h | Potency, µM (doses to about 115 µM), for the others: top-dose activation, hits mostly activators | hit rate 0.075% among 410,000; further: potency means the concentration at half of the fitted maximal effect; nearly all actives have a fitted effect of over 55% in size; some results filed as inactive show a strong effect at the top dose; inactives centre near -15; many of its hits are not listed in these tables
Target sequence (Q03431 whole entry, looked up): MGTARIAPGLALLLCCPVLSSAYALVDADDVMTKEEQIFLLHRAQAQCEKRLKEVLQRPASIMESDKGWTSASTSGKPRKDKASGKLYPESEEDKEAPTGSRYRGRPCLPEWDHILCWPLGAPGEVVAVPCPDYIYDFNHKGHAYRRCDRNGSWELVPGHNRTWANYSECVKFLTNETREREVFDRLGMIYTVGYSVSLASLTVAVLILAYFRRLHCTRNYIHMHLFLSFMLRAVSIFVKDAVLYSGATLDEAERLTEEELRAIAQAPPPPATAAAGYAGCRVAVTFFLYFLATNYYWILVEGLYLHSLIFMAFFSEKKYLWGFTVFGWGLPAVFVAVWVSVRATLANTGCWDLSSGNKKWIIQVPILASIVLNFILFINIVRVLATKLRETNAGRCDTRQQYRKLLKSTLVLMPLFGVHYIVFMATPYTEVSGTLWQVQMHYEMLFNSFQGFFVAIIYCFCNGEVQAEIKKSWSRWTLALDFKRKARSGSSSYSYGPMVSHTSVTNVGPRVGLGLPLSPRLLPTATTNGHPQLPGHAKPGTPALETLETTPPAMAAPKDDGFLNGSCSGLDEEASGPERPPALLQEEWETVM
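HEK-293-derived GP2 cells expressing PTHR1 and a GloSensor cAMP reporter, 3,000/well, plated overnight, given luciferin plus IBMX (each 0.5 mM as added) for 1 h at 37 °C, then compound for 1 h at 37 °C. Luminescence was read after 15 min at room temperature.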
GLP1R inv ag: qHTS of GLP-1 Receptor Inverse Agonists (Inhibition Mode). hit rate 1.6% among 410,000. HEK293 GLP-1R CRE-luciferase, luminescence, 24 h; GLP-1R form is constitutively active. Potency, µM (titrated, usually from 38.3 µM), inactives show at the highest dose activity change, negative = inhibition, hits mostly inhibitors. Glucagon-like peptide 1 receptor (Homo sapiens), P43220; further: potency means the concentration at half of the fitted maximal effect; on the % scale 0 is the no-effect control and ±100 the full control effect; nearly all actives have a fitted effect of over 55% in size
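HEK293 cells stably co-expressing a cAMP-responsive luciferase reporter and constitutively active GLP-1R were seeded, incubated 12 h, then exposed to compounds for 24 h at 37 C. Luminescence was read 12 min after detection reagent; inverse agonists lower signal.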
aSyn rescue: qHTS of alpha-syn Inhibitors; hit rate 0.14% among 370,000; Yeast expressing alpha-synuclein, growth rescue, BacTiter-Glo, 24 h; Potency, µM (highest dose often 46.1 µM), for the others: at the highest dose growth rescue (activation), actives largely listed as activators; further: potency means the concentration at half of the fitted maximal effect; % of control where 0% means no effect; nearly all actives have a fitted effect of over 65% in size
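Rescue of yeast growth: cells expressing toxic alpha-synuclein, induced in galactose at OD600 0.02, incubated with compound 24 h at 30 C. ATP luminescence quantified growth; inhibitors of toxicity appear as activators.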
GLP1R ag: qHTS of GLP-1 Receptor Agonists; Glucagon-like peptide 1 receptor (Homo sapiens), P43220; HEK293 GLP-1R CRE-luciferase, luminescence, 4-6 h; cells express a hypersensitive GLP-1R form; Potency, µM (highest dose often 45.6 µM), inactives show at the top dose activation, hits mostly activators; hit rate 0.007% among 380,000; further: potency means the concentration at half of the fitted maximal effect; % of control where 0% means no effect
Abeta yeast res: qHTS for compounds that reverse cellular toxicity of Amyloid beta (A-beta) peptide in yeast: Primary Screen | yeast expressing A-beta42, growth rescue, OD600, 48 h; response scale: 0% DMSO, 100% iron-clioquinol control | Potency, µM (titrated, usually from 46.1 µM), for inactives: at the top dose growth rescue, hits mostly activators | hit rate 0.063% among 410,000 | AID 1347071, 2019; further: potency means the concentration at half of the fitted maximal effect; nearly all actives have a fitted effect of over 55% in size
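Yeast growth medium received pinned compounds, then yeast cells expressing toxic A-beta were added; plates incubated at 30 C for 48 hr. Growth read as absorbance at 600 nm, normalized to DMSO and equimolar FeCl3 plus clioquinol controls.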
Active calls of the source: *; i = inactive; ? = inconclusive; · = no result given; & = joins results of further samples; [ ] = another dose, or the depositor's remark. Unless noted, the call rests on the fitted dose curve; in most records, active means well fitted curve in the direction sought with a large enough effect; inconclusive means small, poorly fitted or top-dose-only effect, or another doubt; inactive means no such curve, though single readings can be large; an effect the other way counts as inactive or inconclusive.

Each structure is followed by: pAkt inh | aSyn rescue | GLP1R inv ag | DRD3 antagonist | GLP1R ag | Abeta yeast res | FUS suppressor | TDP43 rescue | PTHR1 ag
Cc1ccccc1CSc1ncc(CO)n1Cc1ccc(F)cc1
 : · | 17% | -14% | · | 1% | -12% | -14% | 0% | -11%
COc1cc(SC)ccc1C(=O)Nc1nc(C)cs1
 : i | -3% | 1.1µM* | 5 | 15% | -16% | -15% | -10% | -45%[inhibitor]
O=C(COC(=O)c1c2c(nc3ccccc13)CCCC2)c1cccs1
 : · | -20% | -5% | 16 | 1% | -29% | 54% | 19% | -18%[57.5 µM]
CCOc1ccc(Nc2nc(Nc3ccc(OCC)cc3)nc(N3CCOCC3)n2)cc1
 : · | · | 12% | · | · | -13% | 2% | 19% | i
CCOC(=O)C1=C(N)OC2=C(C(=O)CC(C)(C)C2)C1C1CCCCC1 (stereo not given)
 : i | -18% | ? | 4 | 7% | -5% | 13% | ? | i
Cc1ccc(OCC(=O)OCc2c(C)noc2C)cc1C
 : i | 5% | 17% | 4 | -11% | ? | 7% | -2% | i
COC(=O)c1ccc(OCC(=O)c2ccc(O)cc2O)cc1
 : i | -5% | 1% | 2 | 1% | -6% | 28% | -3% | -84%[inhibitor][57.5 µM]
CC(C)S(=O)(=O)C1=NSC2=NC(=O)/C(=C\c3ccc(-c4ccccc4)o3)C(=N)N21
 : i | -1% | -8% | 19 | -19% | -10% | · | -5% | -44%[inhibitor]
COc1ccc(NC(=O)c2cc(-c3ccc(C)o3)nc3ccccc23)cc1
 : i | -7% | -24% | 4 | 0% | 7% | 11% | -6% | i
NC(=O)c1ccc(NC(=O)Cn2c(=O)n(-c3ccccc3)c(=O)c3oc4ccccc4c32)cc1
 : i | 2% | 21% | 7 | 12% | -9% | 29% | -22% | i
COc1ccccc1CN1CC(C(=O)NCc2cccnc2)CC1=O (stereo not given)
 : i | -1% | 28% | -24 | -1% | -2% | -2% | -17% | 4%[57.5 µM]
Cn1cccc1C(=O)NC(=O)CSc1cccc[n+]1[O-]
 : i | -1% | 0% | 2 | -8% | 8% | 8% | 13% | i
COc1ccc([N+](=O)[O-])cc1NC(=O)CCSCCc1ccccn1
 : i | -5% | 0% | 3 | 18% | -6% | 3% | -5% | -2%
CC(C)C(=O)Nc1cccc(NC(=O)c2cccc(Br)c2)c1
 : i | 0% | -25% | 9 | 12% | -2% | 6% | -5% | -12%
COc1ccccc1NC(=S)NC(=O)CCc1ccccc1
 : i | -1% | ? | -14 | 1% | 24% | 20% | ? | -13%
N/C(=N\OCc1ccccc1)c1nonc1N
 : i | 2% | 23% | 14 | -2% | -9% | -46% | ? | -1%
Cc1cc(NC(=O)C2COc3ccccc3O2)no1 (stereo not given)
 : i | -5% | 1% | -15 | 6% | -4% | -25% | 27% | -9%
CC(C)OCCCn1c(=N)c(C(N)=S)cc2c(=O)n3ccccc3nc21
 : i | 1% | 80%[activator] | 27 | 0% | -4% | 25% | ? | -5%[57.5 µM]
COc1ccc2oc(=O)c(-c3nnc(-c4ccc(C)cc4)o3)cc2c1
 : · | · | 0% | · | · | -10% | 9% | -8% | ?
Cc1nc2nc(CNC(=O)c3cccc(F)c3)nn2c(C)c1CCC(=O)Nc1cccc(Cl)c1
 : · | · | 15% | · | · | -9% | 10% | 16% | i

The list goes on:
Each structure is followed by: pAkt inh | aSyn rescue | GLP1R inv ag | DRD3 antagonist | GLP1R ag | Abeta yeast res | FUS suppressor | TDP43 rescue | PTHR1 ag
CC(C)(C)c1ccc(-c2noc(CCC(=O)Nc3cccnc3)n2)cc1
 : i | -1% | ? | -1 | 5% | 2% | 18% | -6% | -13%
O=c1c(Cc2c(F)cccc2Cl)c(O)ccn1CCCn1ccnc1
 : i | -11% | 7% | 0 | 9% | -6% | -2% | 1% | -9%
COC(=O)Cn1c(N2CCCC2)nc2c1c(=O)n(C)c(=O)n2C
 : i | 1% | 12% | 1 | 4% | -3% | -1% | 0% | -18%
COc1cccc(NC(C)C(=O)N2CC(C)OC(C)C2)c1 (stereo not given)
 : i | -1% | 0% | 3 | -2% | 10% | 35% | 6% | i
O=C(COC(=O)Cc1c[nH]c2ccccc12)Nc1cc(S(=O)(=O)N2CCOCC2)ccc1Cl
 : i | 1% | 2% | 8 | 0% | -14% | 35µM* | 10% | -42%[inhibitor]
O=C(NC1CCCCC1)c1cccc(S(=O)(=O)N2CCOCC2)c1
 : i | 6% | 3% | -18 | -14% | -1% | 10% | 2% | -11%
CC1CC2=C(NC(=S)NC2c2cccc(F)c2)/C(=C/c2cccc(F)c2)C1 (stereo not given)
 : i | 13% | ? | -27 | 7% | ? | 17% | 24% | i
CCCN(CCC)CCNc1c(NC2CCN(C(=O)OCC)CC2)c(=O)c1=O
 : i | 0% | 5% | 5 | -6% | -15% | -9% | -11% | -13%
O=C(Cc1ccc(Cl)cc1)NCC(=O)N1CCCC1
 : i | -2% | 1% | 37 | 6% | 3% | 2% | -15% | -2%[57.5 µM]
Cc1ccc(S(=O)(=O)NC2=C(N3CCN(Cc4ccccc4)CC3)C(=O)c3ccccc3C2=O)cc1
 : i | -37%[inhibitor] | ? | -60* | -8% | 3% | 21% | -7% | -18%
COc1cccc(C(=O)N2CCN(C(=O)COc3ccc4ccccc4c3)CC2)c1
 : i | 9% | -20% | 10 | 1% | 29% | 8% | ? | -26%
C[C@H](NC(=O)c1nc[nH]c1C(=O)N1CCN(C(=O)OC(C)(C)C)CC1)C(=O)OC(C)(C)C
 : i | -11% | 11% | 2 | 5% | -17% | 18% | ? | i
O=C(Nc1ccccc1F)Nc1ccc([N+](=O)[O-])cc1Cl
 : i | -1% | 0% | 34 | 2% | 3% | · | 27% | -44%[inhibitor]
S=C(Nc1ccccc1)Nc1nccs1
 : i | -25%&16% | ? | ? | -9% | ? | -23% | 13µM* | i
O=C(CSc1nnc(-c2cnccn2)n1Cc1ccco1)Nc1ccc(Br)cc1
 : i | 2% | 1% | 23 | 1% | 8% | 31% | -5% | -7%[57.5 µM]
Cc1sc(N/N=C/c2cccnc2)nc1-c1ccc(Cl)cc1
 : i | -1% | 0% | -5 | -6% | 10% | 24% | ? | -7%
COc1ccc(CNC(=O)c2sc(=O)n(Cc3cc(Cl)ccc3OC)c2C)cc1
 : i | -4% | ? | -27 | -2% | -4% | -5% | 24% | -14%
CCN(CC)S(=O)(=O)c1ccc(-c2cn3ccc(C)cc3n2)cc1
 : i | 2% | 15% | -2 | 2% | -10% | 10% | 22% | i
COc1cccc(NC(=O)CN(C)C(=O)c2ccccc2Sc2ccccc2C#N)c1
 : i | 2% | -22% | -8 | 4% | -14% | 10% | -12% | -13%
CCOC(=O)c1sc(=S)n(-c2ccccc2OC)c1N
 : i | -34%[inhibitor] | 5% | 19 | -1% | -22% | 11% | -3% | -8%

(cont.)
Each structure is followed by: pAkt inh | aSyn rescue | GLP1R inv ag | DRD3 antagonist | GLP1R ag | Abeta yeast res | FUS suppressor | TDP43 rescue | PTHR1 ag
CCOC(=O)CNC(=O)c1sc(NC(=O)c2ccccc2F)nc1C
 : i | -2% | -11% | 5 | 0% | -41%[inhibitor] | 4% | -22% | -17%[57.5 µM]
C/C(=N\NC(=O)c1nn(C)c(C)c1Br)c1ccc(NC(=O)c2ccoc2C)cc1
 : i | -4% | 25% | -6 | -5% | 2% | 16% | 19% | i
CCOC(=O)NC1(C(F)(F)F)C(=O)N(Cc2ccccn2)C2=C1C(=O)CC(C)(C)C2 (stereo not given)
 : i | -16% | 1% | 21 | -7% | 2% | 12% | 4% | i
CCC(C)(C)C1CCC2(CC1)NC(=O)N(CC(=O)N(C)CC(=O)Nc1ccccc1C(F)(F)F)C2=O (stereo not given)
 : i | 0% | ? | -2 | 13% | 7% | 23% | -25% | -75%[inhibitor]
CCCS(=O)(=O)NC(=O)C1(C)CCCN(C(=O)c2ccc(C(F)(F)F)nc2C)C1 (stereo not given)
 : i | 10% | 2% | -5 | -3% | 24% | -14% | 19% | -10%
COc1cccc(N2CCN(c3ncnc4onc(-c5ccc(Cl)cc5)c34)CC2)c1
 : · | · | ? | · | · | -12% | 42% | -3% | i
CSc1ccc(S(=O)(=O)NCC(=O)OCC(=O)N(Cc2ccccc2)C(C)C)cc1[N+](=O)[O-]
 : i | 1% | 1% | -6 | 20% | 11% | ? | -5% | -18%
COc1ccc(NC(=O)C(NC(=O)/C=C\c2ccc3c(c2)OCO3)c2ccccc2)cc1 (stereo not given)
 : · | · | ? | · | · | -9% | -11% | 14% | -14%

Ordered by heavy-atom count (low to high): part of the list above
Each structure is followed by: pAkt inh | aSyn rescue | GLP1R inv ag | DRD3 antagonist | GLP1R ag | Abeta yeast res | FUS suppressor | TDP43 rescue | PTHR1 ag
CCCS(=O)(=O)NC(=O)C1(C)CCCN(C(=O)c2ccc(C(F)(F)F)nc2C)C1 (stereo not given)
 : i | 10% | 2% | -5 | -3% | 24% | -14% | 19% | -10%
COc1ccc(NC(=O)C(NC(=O)/C=C\c2ccc3c(c2)OCO3)c2ccccc2)cc1 (stereo not given)
 : · | · | ? | · | · | -9% | -11% | 14% | -14%
CSc1ccc(S(=O)(=O)NCC(=O)OCC(=O)N(Cc2ccccc2)C(C)C)cc1[N+](=O)[O-]
 : i | 1% | 1% | -6 | 20% | 11% | ? | -5% | -18%

Compound activity from PubChem BioAssay.

The list is partial; rates above refer to the full screens.
